D3 ag – D3 dopamine receptor (human) agonism; D3R DiscoveRx beta-arrestin cells, luminescence, 90 min; max activation, %; hit rate 0.58% among 410,000; AID 652048; in the data active means max activation above about 30%; further: 0% is about no effect; mostly tested at two doses, the higher about 12 µM
Target sequence (P35462 whole entry, looked up): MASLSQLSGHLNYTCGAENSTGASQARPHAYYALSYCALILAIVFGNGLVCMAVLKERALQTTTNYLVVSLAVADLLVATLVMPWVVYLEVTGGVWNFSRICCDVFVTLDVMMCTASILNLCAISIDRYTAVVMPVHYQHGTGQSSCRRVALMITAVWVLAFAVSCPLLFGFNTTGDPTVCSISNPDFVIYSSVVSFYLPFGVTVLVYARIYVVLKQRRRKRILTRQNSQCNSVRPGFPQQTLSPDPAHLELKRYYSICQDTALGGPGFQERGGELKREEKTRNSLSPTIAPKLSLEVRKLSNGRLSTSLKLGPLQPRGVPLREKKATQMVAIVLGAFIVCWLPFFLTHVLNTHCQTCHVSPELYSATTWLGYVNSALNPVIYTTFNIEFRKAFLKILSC
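Agonist mode: compounds and dopamine controls were applied to plated cells for 90 min at 37 degrees C after an overnight attachment at 1500 cells/well. Luminescent read-out followed 30 - 60 minutes at room temperature with DiscoveRx detection reagent.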
KB-3-1 tox – kills parental KB-3-1 adenocarcinoma cells; KB-3-1 viability, CellTiter-Glo ATP luminescence, 72 h; Potency, µM (doses to about 46.1 µM), without a hit: at the highest dose activity change, negative = cytotoxic, actives largely listed as cytotoxic; hit rate 1.4% among 400,000; AID 1347075; further: potency means the concentration at half of the fitted maximal effect; on the % scale 0 is the no-effect control and ±100 the full control effect; nearly all actives have a fitted effect of over 60% in size
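Luminescent ATP read-out (CellTiter-Glo) measures survival of drug-naive KB-3-1 cells after 72 h compound exposure at 37 °C. Titration series was screened from lowest to highest concentration, with DMSO vehicle plates as background controls.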
HEK293 tox – cytotoxicity counter-screen for GLP-1 receptor inverse agonists | AID 624418 | hit rate 0.13% among 410,000 | Potency, µM (top dose mostly 38.3 µM), for the others: at the top dose activity change, negative = inhibition, usual class: inhibitors | HEK293 cAMP-luciferase reporter cells, luminescence, 24 h;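 further: loss of luciferase light is scored as toxicity; potency means the concentration at half of the fitted maximal effect; on the % scale 0 is the no-effect control and ±100 the full control effect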
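A 23 nL compound transfer followed 12 hours of cell culture at 37 deg C; exposure then lasted 24 hr. Luciferase assay detection reagent was dispensed and plates read for luminescence after a 12 min room-temperature wait.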
MCF10A rereplic – DNA re-replication induction in MCF 10a cells; hit rate 2.9% among 350,000; AID 624296; Potency, µM (titrated, usually from 46.1 µM), without a hit: top-dose activity, positive = re-replication, most hits filed as activators; MCF 10A DNA re-replication, Hoechst nuclear intensity, 48 h; further: potency means the concentration at half of the fitted maximal effect; % of control where 0% means no effect; nearly all actives have a fitted effect of over 50% in size
IL1B secr inh – blocks inflammasome-driven IL-1 beta release | THP-1 LPS/ATP IL-1B secretion, AlphaLISA, 16 h; active compounds read low | activity change, % at 57.5 µM | hit rate 4.7% among 360,000; in the data active means activity change below about -50%; inconclusive means mostly about -30% to -49%; further: on the % scale 0 is the no-effect control and ±100 the full control effect
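THP-1 cells pretreated 1 hr with compounds (up to 57.5 uM final), then stimulated with LPS (250 ng/mL final) plus ATP (1.25 mM final); secreted IL-1B measured by AlphaLISA after 16 hr, decreased signal indicating inhibition.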
HT1080NT lethal – kills 2HG-producing HT-1080-NT fibrosarcoma cells; HT-1080-NT fibrosarcoma viability, CellTiter-Glo ATP luminescence, 48 h; Potency, µM (series often up to 46.1 µM), for inactives: at the highest dose activity, negative = less viability, actives largely listed as cytotoxic; hit rate 1.6% among 360,000;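 further: NT is the 2HG producing partner of a matched IDH1 knockdown line; potency means the concentration at half of the fitted maximal effect; 0% = DMSO-treated cells and -100% = media-only wells without cells; nearly all actives have a fitted effect of over 55% in size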
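HT-1080-NT fibrosarcoma cells (2HG-overproducing), 750 cells/well in RPMI with 5% FBS, dosed after 2 h and incubated 48 h at 37C. CellTiter-Glo luminescence normalized to DMSO and no-cell wells; concentration-response curves fitted and classed.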
KB-V1 MDR tox – KB-V1 MDR subline cytotoxicity; Potency, µM (doses to about 46.1 µM), without a hit: at the highest dose activity change, negative = cytotoxicity, usual class: cytotoxic; hit rate 3.4% among 400,000; AID 1347076; KB-V1 MDR cells viability, CellTiter-Glo, 72 h; further: potency means the concentration at half of the fitted maximal effect; on the % scale 0 is the no-effect control and ±100 the full control effect; nearly all actives have a fitted effect of over 60% in size
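KB-V1 MDR subline cells in DMEM (phenol-red free, 10% FBS) exposed to compounds in qHTS concentration series for 72 h at 37 degrees C. Viability read by CellTiter-Glo luminescence; concentration-effect curves fitted after normalization and correction.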
HT1080 IDH1KD tx – toxicity to HT-1080 IDH1 knockdown cells (counter line) | HT-1080 IDH1 knockdown viability, ATP luminescence, 48 h | Potency, µM (series often up to 46.1 µM), for inactives: at the top dose activity, negative = toxicity, most hits filed as cytotoxic | hit rate 2% among 360,000 | AID 686971;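 further: potency means the concentration at half of the fitted maximal effect; 0% = DMSO wells and -100% = cell-free medium wells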
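Viability of IDH1-knockdown HT-1080 fibrosarcoma cells was assessed by CellTiter-Glo after 48 h at 37 °C with titrated compound; concentration-effect curves were classified by fit quality and response size.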
SW480 rereplic – inducers of DNA re-replication in SW480 colon cancer cells; SW480 DNA re-replication, Hoechst DNA content imaging, 48 h; Potency, µM (titrated, usually from 46.1 µM), without a hit: at the highest dose re-replication activation, usual class: activators; hit rate 1.8% among 340,000; AID 624297; further: potency means the concentration at half of the fitted maximal effect; % of control where 0% means no effect; nearly all actives have a fitted effect of over 55% in size
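Quantitative HTS format with DMSO vehicle controls; 48 hr drug incubation at 37 C, then 40 min Hoechst staining and scanning imager measurement at 405 nm excitation.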
* = called active by the depositor; ? = inconclusive; . = not tested or not shown; & = joins results of further samples; [ ] = dose if it differs, or a comment. Unless noted, the call rests on the fitted dose curve; in most records, active means well fitted curve in the direction sought with a large enough effect; inconclusive means small, poorly fitted or top-dose-only effect, or another doubt; inactive means no such curve, though single readings can be large; an effect the other way counts as inactive or inconclusive.

Compound	D3 ag	KB-3-1 tox	HEK293 tox	MCF10A rereplic	IL1B secr inh	HT1080NT lethal	KB-V1 MDR tox	HT1080 IDH1KD tx	SW480 rereplic
CSCCC(NS(=O)(=O)c1ccccc1F)C(=O)NCC(C)(C)N1CCOCC1 (stereo not drawn)	-1.2	.	-12.9%	-7.7%	-1.0	-0.6%	.	13.9%	1.6%
COc1ccccc1C(=O)O/N=C(\c1ccccc1)c1ccncc1	22.4	-1.2%	-0.2%	-1.4%	-8.2	0.0%	0.0%	-0.7%	-4.1%
O=C(c1ccc(Cl)cc1)N1CCC(O)(CSc2ccc(Cl)cc2)CC1	4.6	0.0007µM*	15.5%	15.7%	-14.3	-21.2%	-15.1%	-16.2%	0.6%
CC(=O)c1ccc(C(=O)N2CCCC(C(=O)c3cc(F)ccc3F)C2)s1 (stereo not drawn)	-1.5	21.2%	-7.5%	-13.8%	11.5	-0.3%	6.3%	1.2%	-61.6%[inhibitor][1.84 µM]
O=C(C1CCN(S(=O)(=O)N2CCOCC2)CC1)N1CCN(Cc2ccccc2)CC1	-1.0	-1.7%	3.0%	-6.0%	-7.0	9.4%	0.3%	9.4%	-6.3%
COc1cccc(CN2CCCC(CNC(=O)c3ccc(F)cc3)C2)c1OC (stereo not drawn)	-5.5	-4.4%	3.1%	-7.2%	-9.1	6.3%	-22.4%	-6.2%	-2.9%
CCOC(=O)c1c(S(=O)(=O)NCC(=O)Nc2cc(C)ccc2OC)c(C)n(C)c1C	0.6&-4.4	-3.1%&-8.1%	-18.9%&-3.9%	-0.8%	7.4	15.2%	-21.8%&-8.2%	6.6%	-16.5%
CCOC(=O)C1=C(Nc2ccccc2)OCC1=O	4.9	14.8%	-1.6%	-5.0%	-5.2	1.2%	-4.8%	12.7%	-1.3%
CN(CCOc1ccc(Cl)c(Cl)c1)Cc1ccccc1	-24.1	?	-2.1%	?	0.0	-2.0%	-4.7%	-3.2%	-51.2%[inhibitor]
CN(Cc1ccc(C(C)(C)C)cc1)C(=O)c1ccc2c(c1)OCO2	0.4	-2.6%	1.1%	?	-18.0	-2.3%	-4.8%	-12.1%	-718.5%[inhibitor]
COC(=O)c1ccc(COc2ccccc2[N+](=O)[O-])o1	-0.9	0.9%	9.1%	5.7%	-0.7	-2.0%	4.3%	9.2%	5.6%
CN(C)c1ccnc(Nc2ccc(O)cc2)c1C#N	21.6	?	-10.7%	-1.7%	0.7	11.0%	11.1%	6.6%	-86.9%[inhibitor]
O=C(N/N=C/c1ccc([N+](=O)[O-])o1)c1cc2c(ccc3ccccc32)o1	3.8	-1.2%	-20.7%	2.59µM*	-13.1	-0.3%	10.0%	7.9%	?
CN(Cc1ccccc1O)CC1CCCN(CCc2ccc(Cl)cc2)C1 (stereo not drawn)	-5.5	3.3%	-11.1%	?	-14.2	?	?	?	1.0%
O=C(NCc1cccs1)c1cnc(Cl)c(Cl)c1	3.8	-3.6%	-8.0%	12.3%	-13.1	7.0%	-0.9%	10.4%	-8.4%

Compound	D3 ag	KB-3-1 tox	HEK293 tox	MCF10A rereplic	IL1B secr inh	HT1080NT lethal	KB-V1 MDR tox	HT1080 IDH1KD tx	SW480 rereplic
CCc1ccc(/C=N/N2CCN(c3ccccn3)CC2)cc1	-5.2	-26.8%	-1.4%	0.1%	-1.0	-8.1%	-7.9%	0.6%	-2.4%
CC(C)C(C(=O)NCC1CCCO1)N(C(=O)CNS(=O)(=O)c1ccc(F)cc1)C1CCCCC1 (stereo not drawn)	2.5	18.1%	-10.5%	-3.9%	-0.4	-10.3%	?	10.0%	0.8%
O=C(Cc1ccc(-c2ccccc2)cc1)Nc1ncccc1O	-0.1	5.8%	-6.6%	-10.2%	19.4	-2.2%	?	-24.8%	0.4%
COc1ccc(CNC(=O)/C=C/[C@H]2O[C@@H](n3ccc(=O)[nH]c3=O)[C@H](O)[C@@H]2O)cc1	4.7	0.0%	3.6%	.	28.8	22.2%	7.7%	19.7%	.
CCOC(=O)C1=C(N)Oc2cc(C)oc(=O)c2C1c1cccnc1 (stereo not drawn)	-5.7	0.0%	7.7%	29.0%	10.5	3.8%	-24.6%	?	?
CC(C)[C@H](Nc1ccc(C(F)(F)F)cc1[N+](=O)[O-])C(=O)O	-1.8	9.1%	-15.9%	0.4%	28.3	-3.2%	0.0%	-7.4%	-2.3%
CN1CCN(C(=O)c2ccccc2NC(=O)c2cccs2)CC1	-4.4	2.0%	2.7%	-4.2%	12.3	0.2%	-0.1%	-1.5%	0.1%
CNC(=O)CCCN1C(=O)CCn2nc(-c3cn(C)c4ccccc34)cc21	-4.5	4.0%	-15.8%	.	.	.	-0.8%	.	.
O=C1COc2ccc(C(=O)c3ccccc3C(=O)NCc3ccccc3)cc2N1	-3.2	0.0%	-12.1%	-1.9%	144.8	-12.0%	0.0%	-6.0%	-9.3%[9.22 µM]
CC(=O)N1c2ccc(S(=O)(=O)N3CCCCC3)cc2CC1C(=O)Nc1ccccc1C(F)(F)F (stereo not drawn)	1.5	0.7%	?	8.0%	0.0	13.7%	-20.4%	5.0%	-2.1%
CN(Cc1ccccc1)C(=O)c1nc[nH]c1C(=O)N(C)Cc1ccccc1	4.1	16.0%	0.3%	1.7%	10.6	15.4%	4.8%	7.2%	-1.3%
COc1ccc(-c2noc(CNC(=O)c3ccc4c(c3)OCO4)n2)cc1OC	3.0	-1.6%	-5.7%	5.9%	4.2	23.4%	-21.1%	9.8%	-4.5%
COc1ccc(-n2nc([N+](=O)[O-])c(=NCc3cccnc3)n2O)cc1	-25.0	-4.4%	-4.2%	-5.7%	23.3	1.2%	20.6µM*	0.4%	-6.5%
COC(=O)c1cc2sccc2n1Cc1nc(-c2cccc(Br)c2)oc1C	-5.7	-1.0%	7.0%	.	.	.	?	.	.
O=Nc1ccc(NO)c2ccccc12	-1.1	?	-15.5%	.	-6.8	?	?	16.4µM*	.

Compound	D3 ag	KB-3-1 tox	HEK293 tox	MCF10A rereplic	IL1B secr inh	HT1080NT lethal	KB-V1 MDR tox	HT1080 IDH1KD tx	SW480 rereplic
Cc1cc(Cl)ccc1OCC(=O)OCC(=O)NC1CCCC1	-2.9	4.8%	-8.3%	-1.9%	0.0	4.3%	0.0%	19.9%	1.7%
CCn1cc(C(=O)O)c(=O)c2cc(F)c(N3CCN(C(=S)NC(=O)c4c(OC)cccc4OC)CC3)cc21	10.5	2.3%	-4.8%	-10.1%	?	23.6%	22.8%	26.3%	-42.9%
Cc1ccc(C)c(Oc2coc3cc(OC(=O)c4cccs4)ccc3c2=O)c1	-4.8	0.8%	32.3%[activator]	-5.3%	29.5	0.8%	18.7%	17.9%	-0.7%
COC(=O)CSc1ccc(C#N)c(SCC(=O)OC)c1	-0.9	0.5%	5.5%	-7.9%	-105.1*	-4.6%	-5.8%	-8.1%	-6.7%
CCn1c(SCC(=O)Nc2nnc(C)s2)nnc1-c1ccco1	4.1	-1.8%	-4.8%	1.6%	15.2	18.1%	3.7%	12.7%	-5.9%
NC(=O)[C@@H]1CCOc2c(I)cc([N+](=O)[O-])cc2C(=O)N[C@@H](CO)C(=O)NCC(=O)N1	-16.7	-7.3%	1.9%	-3.6%	1.8	7.5%	-17.3%	6.8%	-18.1%
COc1ccc2cc3cc(C(=O)Nc4cc(OC)c(OC)c(OC)c4)oc3nc2c1	12.6	8.3%	6.0%	20.4%	-15.0	3.0%	0.0%	-0.7%	2.3%
Cc1ccc(C)c(NC(=O)C(=O)NCC(c2cccnc2)N2CCN(c3ccc(F)cc3)CC2)c1 (stereo not drawn)	1.5	?	-4.8%	.	.	.	-1.5%	.	.
CCc1nc2c(=O)[nH]cnc2o1	-5.1	-7.6%	-19.4%	.	-0.2	10.0%	19.1%	6.8%	.
O=C(CS(=O)c1ccccc1[N+](=O)[O-])Oc1ccc(Br)cc1 (stereo not drawn)	4.6	-9.3%	-3.1%	-0.8%	-62.4*	-13.7%	3.0%	-8.6%	-1.1%
COc1ccccc1CNC(=O)C1CCC(CNc2c(N3CCC(C)CC3)c(=O)c2=O)CC1 (stereo not drawn)	1.1	0.0%	-8.2%	1.0%	?	26.4%	6.1%	-1.8%	-22.5%
O=C(NC1CC1)C1=C[C@@H](c2c[nH]c3ccccc23)C[C@@H](OCCCCO)O1	-3.3	2.4%	-0.2%	-36.8%[inhibitor]	8.0	0.3%	-1.4%	3.8%	-1.7%
CC(OC(=O)[C@@H]1CCCN1C(=O)c1cccs1)C(=O)Nc1cccc([N+](=O)[O-])c1 (stereo partly drawn)	5.2	.	4.5%	-7.5%	12.9	0.0%	.	6.3%	-1.3%
COc1cccc(CNC(=O)COC(=O)/C(C#N)=C/c2ccc(N(C)C)cc2)c1	-3.2	1.0%	-4.7%	?	10.0	0.1%	-1.4%	-1.5%	-17.9%
N/C(Cn1nnc(-c2ccccc2)n1)=N\O	3.2	0.7%	4.4%	-3.8%	0.0	-0.6%	-0.4%	1.8%	-4.0%
O=C(CSc1nncc2ccccc12)Nc1ccccc1	3.4	2.6%	-5.5%	4.7%	-1.2	10.6%	?	14.2%	2.0%
Cc1ccc2[nH]c(C)c(CCNC(=O)C3CCCCC3C(=O)OCC(F)(F)F)c2c1 (stereo not drawn)	4.9	11.1%	2.7%	25.5%	-1.9	10.9%	5.3%	-0.5%	-0.9%

High-throughput results as filed in PubChem.

Compounds as they come; overall some 11% were active at least once.
